# Screening data (PubChem BioAssay)
# PKA-R2B activ – PKA-R2B complex activation. PKA-R2B holoenzyme dissociation, Cy5-IP20 fluorescence polarization; R2B truncated from residue 108, S112A mutant; 0% DMSO only, 100% 113 µM cGMP. activation, % at 11.4 µM. 340,000 tested, 0.079% active;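 active means activation above a cutoff set at the mean over all compounds plus 3 SD, cut at about 18% in these data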;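 further: higher means more holoenzyme dissociation and a rise in polarization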
# Target sequence (P31323 whole entry, looked up, other chains not shown, the tested form may be a part): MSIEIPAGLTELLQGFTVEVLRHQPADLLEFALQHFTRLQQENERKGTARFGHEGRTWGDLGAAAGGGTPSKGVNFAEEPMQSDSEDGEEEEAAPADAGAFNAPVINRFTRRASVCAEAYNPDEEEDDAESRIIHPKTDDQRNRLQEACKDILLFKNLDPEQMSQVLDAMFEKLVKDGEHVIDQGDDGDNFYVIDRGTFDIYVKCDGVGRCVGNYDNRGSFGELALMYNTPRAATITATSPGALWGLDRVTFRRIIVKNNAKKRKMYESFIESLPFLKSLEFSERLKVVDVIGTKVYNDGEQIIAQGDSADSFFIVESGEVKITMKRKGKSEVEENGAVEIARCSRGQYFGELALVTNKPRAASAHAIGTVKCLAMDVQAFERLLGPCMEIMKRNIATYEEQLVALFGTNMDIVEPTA
# PvdQ inh – blocks Pseudomonas aeruginosa PvdQ acylase activity | AID 488965 | inhibition, % at 10 µM | purified PvdQ acylase, fluorescence plate reader | 340,000 tested, 0.063% active; in the data active means inhibition above about 30%, passing the limit was not always enough; inconclusive means no clear call, values can overlap the other calls;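 further: 0% = vehicle neutral wells and 100% = reference inhibitor wells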
# SR-BI DiI inh – blocks mouse SR-BI lipid uptake from DiI-HDL; AID 488896; ldlA[mSR-BI] CHO cells, DiI-HDL uptake fluorescence, 3 h; inhibition, % at 12.5 µM; Q61009; 320,000 tested, 0.96% active;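 active means mean replicate inhibition of at least 70% and a set share of replicates each scoring 70 or more; inconclusive means meets just one of the two criteria; inactive means fails both criteria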;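 further: 0% = median of neutral control wells and 100% = median of positive control wells; values of inactives mirror those of a sister screen read the other way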
# Arrestin-AP2 inh – blocks beta-arrestin peptide binding to AP2 adaptin; FITC-arrestin peptide / GST-AP2 beads, flow cytometry; AP2 beta2 appendage carries R879A mutation; inhibition, % at 10 µM; 340,000 tested, 0.31% active; AID 504490;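 active means inhibition above a set limit, near 3 SD of compounds lacking own fluorescence, cut at about 54% in these data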;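 further: plate controls were DMSO wells for no effect and 5 µM unlabelled arrestin peptide for full effect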
#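 system = GST-tagged AP2 beta2-adaptin appendage (R879A) on 4 µm glutathione beads | reagent = FITC-labelled arrestin peptide probe, 50 nM final | schedule = compound with beads 12 min RT, then probe 1 h RT | signal = HyperCyt-sampled flow cytometry, FL1 channel, ex 488/em 535 nm | read-out = percent response from loss of bead-bound FITC fluorescence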
# Keap1 Nrf2 FP – inhibitors of human Keap1-Nrf2 protein-protein interaction. 340,000 tested, 0.15% active. inhibition, % at 9.4 µM. Q14145. Keap1 Kelch-Nrf2 peptide fluorescence polarization, 1536-well; in the data active means inhibition above about 12%; inconclusive means no clear call, values can overlap the other calls; inactive means below about 7.3%;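 further: human Keap1 Kelch domain with fluorescein labeled Nrf2 9mer peptide probe; 0% = neutral control wells and 100% = peptide positive control; higher means more block of Keap1 binding to Nrf2 peptide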
# RTF Ca sens inh – cardiac RTF calcium desensitization; P19429+P45379; IANBD-labeled cardiac RTF, Ca2+ fluorescence; inhibition, % at 7.15 µM; 340,000 tested, 0.12% active; AID 493244;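 active means inhibition above the mean inhibition of all tested compounds plus 3 SD, cut at about 17% in these data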;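 further: assay run at fixed EC70 calcium of 1.6 mM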
# DAGLB inh – blocks human DAGLB lipase activity. HEK293T DAGLB membrane lysate, EnzChek fluorogenic substrate. 340,000 tested, 0.059% active. inhibition, % at 5.17 µM. AID 504411; in the data active means inhibition above about 34%;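 further: 0% = enzyme with vehicle and 100% = wells lacking enzyme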
# Target sequence (Q8NCG7 whole entry, looked up): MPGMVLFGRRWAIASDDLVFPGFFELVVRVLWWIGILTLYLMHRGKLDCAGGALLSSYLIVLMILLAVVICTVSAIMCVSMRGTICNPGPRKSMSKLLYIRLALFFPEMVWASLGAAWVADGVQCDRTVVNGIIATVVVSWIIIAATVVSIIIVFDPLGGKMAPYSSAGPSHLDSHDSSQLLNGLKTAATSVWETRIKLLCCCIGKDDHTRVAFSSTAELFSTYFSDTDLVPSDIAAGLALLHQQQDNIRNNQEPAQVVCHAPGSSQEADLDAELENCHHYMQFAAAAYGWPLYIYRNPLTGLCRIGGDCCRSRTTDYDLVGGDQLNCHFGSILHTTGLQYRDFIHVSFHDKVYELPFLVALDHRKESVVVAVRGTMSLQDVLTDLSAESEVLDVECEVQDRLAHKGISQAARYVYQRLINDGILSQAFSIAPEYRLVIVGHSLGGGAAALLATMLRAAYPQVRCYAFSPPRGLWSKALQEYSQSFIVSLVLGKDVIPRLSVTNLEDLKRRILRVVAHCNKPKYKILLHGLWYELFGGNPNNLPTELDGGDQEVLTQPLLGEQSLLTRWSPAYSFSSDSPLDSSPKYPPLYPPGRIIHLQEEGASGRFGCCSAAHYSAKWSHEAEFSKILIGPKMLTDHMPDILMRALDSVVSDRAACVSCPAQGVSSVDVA
# NSD2 inh – inhibitors of human histone methyltransferase NSD2; 310,000 tested, 0.54% active; NSD2 peptide methylation, AlphaScreen, 120 min; AID 743445; inhibition, % at 12.5 µM; in the data active means inhibition above about 50%
# LANA DNA inh – blocks KSHV LANA C-terminal domain binding to DNA; AID 504423; inhibition, % at 9 µM; 340,000 tested, 0.078% active; MBP-C-LANA/FAM-LBS DNA binding, fluorescence polarization;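 active means highest replicate inhibition at or above 60% at 9 µM, even if other replicates fall short; inactive means all replicates below 60% inhibition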;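 further: 0% = neutral control wells and 100% = 4 µM acridine orange control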
# SR-BI uptake up – enhances SR-BI lipid uptake from DiI-HDL; CHO ldlA[mSR-BI] cells, DiI-HDL uptake fluorescence, 3 h; 100 = double the neutral-control signal; 320,000 tested, 0.096% active; activation, % at 12.5 µM;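 active means mean replicate activation of at least 60% and every replicate at or above 60%; inconclusive means mean or all-replicate condition met, but not both; inactive means mean below 60% and not all replicates reaching 60%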;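 further: 0% = median plate neutral-control signal and 100% = twice that signal; values of inactives mirror those of a sister screen read the other way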
#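 system = CHO ldlA[mSR-BI] cells, LDL receptor-null, SR-BI overexpressing | medium = Ham's F12 with 0.5% BSA, HEPES 25 mM, pH 7.4 | probe or stimulus = DiI-HDL 10 µg/mL | compound dosing = single-point compound dose | incubation = compound exposure 3 h, 37 °C | technique = DiI fluorescence, bottom read | read-out = cell-associated DiI fluorescence as measure of HDL uptake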
# An asterisk follows results filed as active; ? = inconclusive; . = not tested or not shown.
no.	Compound	PKA-R2B activ	PvdQ inh	SR-BI DiI inh	Arrestin-AP2 inh	Keap1 Nrf2 FP
1	COc1ccccc1CN1C[C@@H]2C[C@@H](c3ccc4nsnc4c3)N3CCC[C@@]23C1=O	-1	-4	15	-27	-5
2	Cc1nn(C(=O)c2cccs2)c(N)c1-c1ccccc1	-2	-18	22	-4	-1
3	O=C(CSc1nnc(C2CC2)n1Cc1ccccc1)Nc1cccnc1Cl	-2	0	-5	10	-9
4	C[C@@]12C(=O)N(Cc3ccc(-c4ccccc4)cc3)CC(=O)N1[C@H](/C=C/c1ccccc1)[C@@H]1C(=O)N(c3ccccc3)C(=O)[C@@H]12	-6	-17	24	-2	-3
5	COc1cccc(COCC(O)Cn2cnc3cc(C)c(C)cc32)c1 (configuration not stated)	-13	-16	3	-36	-4
6	O=C(Nc1ccccc1)N(CCCN1CCOCC1)Cc1cccs1	4	-4	-29	16	4
7	COc1cc(C(=O)NCC(=O)N/N=C/c2cccc(OC(=O)c3ccco3)c2)cc(OC)c1OC	-3	-14	22	-7	-3
8	COc1ccc(-c2cccc(CCC(=O)N3CCN(c4cc(C)ccc4C)CC3)c2)cc1	4	-8	15	8	-1
9	CCOc1ccc(NC(=O)[C@@H]2CCC(=O)N2C2OC(=O)c3ccccc32)cc1 (some centres not stated)	2	0	-10	34	1
10	COC(=O)c1cccnc1NC(=S)NNC(=O)c1ccccc1	-3	10	-2	16	3
11	S=C1NCCOCCNC(=S)NCCOCCOCCN1	7	-9	-9	24	0
12	COc1ccc(-c2noc(-c3ccoc3C)n2)cc1OC	4	2	23	9	1
13	COc1ccccc1NC(=O)CSCC(N)=O	4	-1	3	30	-4
14	Cc1cc(C(=O)NN=C2C3CC4CC(C3)CC2C4)c2ccccc2n1	-4	-6	9	5	0
15	COc1cc(NC(=O)c2ccc(C(C)(C)C)cc2)c(OC)cc1NC(=O)CN1CCCCC1	-8	-3	58	7	-7

no.	RTF Ca sens inh	DAGLB inh	NSD2 inh	LANA DNA inh	SR-BI uptake up
1	-2	-3	7	-1.3	-15
2	5	-10	.	0.9	-22
3	7	-1	1	-1.3	5
4	-4	-1	.	-1.3	-24
5	0	0	1	-1.3	-3
6	-9	-6	.	0.4	29
7	-22	4	1	0.4	-22
8	0	-14	.	-0.2	-15
9	0	-2	.	1.2	10
10	1	-1	0	-0.9	2
11	-7	4	-2	-1.0	9
12	-2	-6	3	-0.4	-23
13	-1	-1	-3	4.0	-3
14	1	-2	-2	-1.5	-9
15	-7	-16	1	1.3	-58

# Remaining list, next part.
no.	Compound	PKA-R2B activ	PvdQ inh	SR-BI DiI inh	Arrestin-AP2 inh	Keap1 Nrf2 FP
16	CC(NC(=O)COC(=O)Cc1ccccc1[N+](=O)[O-])c1ccccc1 (configuration not stated)	-1	-12	-7	7	-4
17	C/C(=N\NC(=O)CN1CCOCC1)C(C)(C)C	4	-7	9	0	-4
18	CC(C)(C)OC(=O)N(CCc1ccccc1)Cc1ccccc1OCc1cccc(NC(=O)C2CCC2)c1	-11	-15	7	12	0
19	O=C(NC1(N2CCOCC2)CC1)c1ccc(Cl)cc1	3	-1	-7	21	3
20	O=C(Nc1nnc(-c2ccco2)o1)C1CC1	3	3	4	7	-2
21	O=C(/C=C/c1ccccc1Cl)NC1CCCCC1	-10	10	14	12	-1
22	CCOc1ccc(OCC)c(NC(=O)CN(C)S(=O)(=O)c2ccc3nc(C)sc3c2)c1	-9	-5	8	-1	-9
23	Cc1cccc(NC(=O)CN2C(=O)S/C(=C\c3cccn3-c3cccc(C(=O)O)c3)C2=O)c1	15	4	-9	8	-3
24	CCC(C)Sc1nc2c(c(=O)[nH]c(=O)n2C)n1CC(O)COc1cccc2ccccc12 (configuration not stated)	-9	3	-4	-2	-6
25	CCOC(=O)CSc1nnc(NC(=O)c2cccc(S(=O)(=O)N3CCCC3)c2)s1	-19	2	-21	18	-1
26	CC1Cc2ccccc2N1C(=S)NC1CCCC1 (configuration not stated)	-11	-16	-5	-9	-2
27	CCc1nn(CCCC(=O)NC(C)c2ccccc2)c(=O)c2cc3occc3n12 (configuration not stated)	5	-8	40	-14	4
28	COc1cc(C(=O)N2C[C@@H]3CCC[C@H]2C3)ccc1OC1CCN(C(C)=O)CC1	6	3	-12	45	-2
29	Cc1ccc(OCCNC(=O)Cc2ccc(S(=O)(=O)N3CCOCC3)s2)cc1	7	-4	-13	-1	-5
30	Cc1ccc(-c2nnc(SCC(=O)NCCN3C(=O)CSC3=O)n2C)cc1	-7	-14	7	-4	1

no.	RTF Ca sens inh	DAGLB inh	NSD2 inh	LANA DNA inh	SR-BI uptake up
16	-12	-1	0	0.3	7
17	-2	-2	3	0.5	-9
18	-1	-19	.	-3.1	-7
19	-1	0	-3	-0.6	7
20	-8	-2	8	-0.6	-4
21	1	0	-2	-0.3	-14
22	8	0	-4	-0.2	-8
23	-7	5	0	8.0	9
24	-5	0	-2	0.3	4
25	2	2	10	0.3	21
26	2	-3	-2	-0.2	5
27	0	2	-4	0.4	-40
28	-1	2	0	-0.2	12
29	2	2	-3	-1.4	13
30	-6	0	-1	-0.3	-7

# (cont.)
no.	Compound	PKA-R2B activ	PvdQ inh	SR-BI DiI inh	Arrestin-AP2 inh	Keap1 Nrf2 FP
31	COc1ccc(N2C(=O)CCC(C(=O)NCc3ccccn3)C2c2ccc(OC)c(OC)c2)cc1 (configuration not stated)	-9	-3	4	-13	-4
32	Cc1sc(-c2ccccn2)nc1OC(=O)c1ccc(Cl)cc1	8	10	-10	1	1
33	Cc1cc(NC(=O)CSc2ccc3nnc(-c4ccccn4)n3n2)no1	3	-10	-289	2	1
34	CN(CC(=O)NCCN1CCOCC1)S(=O)(=O)c1ccc(Cl)cc1	-5	3	-14	-2	-6
35	CCc1cccc2c(C(=O)C(F)(F)F)cn(CC(=O)NCC3CCCO3)c12 (configuration not stated)	9	6	-21	5	-2
36	Cc1ccc(O)c(C=Nc2cc(C)ccc2O)c1	-9	-2	38	10	3
37	CCC(C)NS(=O)(=O)c1ccc(OCC(=O)NCc2ccccn2)cc1 (configuration not stated)	-3	-6	-3	-5	-1
38	Cc1cc(C(=O)OCC(=O)N2C(C)CCCC2C)c(C)o1 (configuration not stated)	4	-7	0	1	-6
39	Cc1nnc2n1NC(c1ccc(Cl)cc1)C(C(=O)N(C)C1CCCCC1)S2 (configuration not stated)	-6	-4	-12	-27	-4
40	Cc1ccc(NC(=S)N(CCCN2CCCC2)Cc2cccn2Cc2ccc(Cl)cc2)cc1	3	8	-6	29	-3
41	CC(=O)NCCc1c[nH]c2ccc(OCC(O)CNC(C)(C)C)cc12 (configuration not stated)	4	-11	5	13	2
42	CSc1cc(-c2ccncc2)nc(-c2ccc(Cl)cc2)c1	1	-11	59	-3	3
43	O=C(Cc1ccccc1)N1CCc2[nH]nc(-c3ccccc3)c2C1	0	-17	-12	-2	-4
44	CCOC(=O)Nc1sc2nc(C)cc(C)c2c1-n1cccc1	-1	-7	39	-1	-5
45	Cc1cccc(N2CCN(C(=O)CCCn3c(=O)[nH]c4ccsc4c3=O)CC2C)c1 (configuration not stated)	8	2	9	-7	1

no.	RTF Ca sens inh	DAGLB inh	NSD2 inh	LANA DNA inh	SR-BI uptake up
31	-11	-1	-1	0.4	-4
32	-18	-3	-2	-0.5	10
33	-6	-1	.	1.8	?
34	3	-1	0	-4.5	14
35	5	-6	-1	2.4	21
36	-2	2	1	6.3	-38
37	-3	-1	3	1.0	3
38	-2	-1	0	2.1	0
39	-11	2	.	-0.2	12
40	-3	-1	25	-3.5	6
41	2	0	4	-0.2	-5
42	-4	-5	-1	-0.1	-59
43	-7	-1	11	1.7	12
44	-3	-2	2	-0.3	-39
45	-6	0	6	2.7	-9

# Excerpt: nos. 31–39
no.	Compound	PKA-R2B activ	PvdQ inh	SR-BI DiI inh	Arrestin-AP2 inh	Keap1 Nrf2 FP
31	COc1ccc(N2C(=O)CCC(C(=O)NCc3ccccn3)C2c2ccc(OC)c(OC)c2)cc1 (configuration not stated)	-9	-3	4	-13	-4
32	Cc1sc(-c2ccccn2)nc1OC(=O)c1ccc(Cl)cc1	8	10	-10	1	1
33	Cc1cc(NC(=O)CSc2ccc3nnc(-c4ccccn4)n3n2)no1	3	-10	-289	2	1
34	CN(CC(=O)NCCN1CCOCC1)S(=O)(=O)c1ccc(Cl)cc1	-5	3	-14	-2	-6
35	CCc1cccc2c(C(=O)C(F)(F)F)cn(CC(=O)NCC3CCCO3)c12 (configuration not stated)	9	6	-21	5	-2
36	Cc1ccc(O)c(C=Nc2cc(C)ccc2O)c1	-9	-2	38	10	3
37	CCC(C)NS(=O)(=O)c1ccc(OCC(=O)NCc2ccccn2)cc1 (configuration not stated)	-3	-6	-3	-5	-1
38	Cc1cc(C(=O)OCC(=O)N2C(C)CCCC2C)c(C)o1 (configuration not stated)	4	-7	0	1	-6
39	Cc1nnc2n1NC(c1ccc(Cl)cc1)C(C(=O)N(C)C1CCCCC1)S2 (configuration not stated)	-6	-4	-12	-27	-4

no.	RTF Ca sens inh	DAGLB inh	NSD2 inh	LANA DNA inh	SR-BI uptake up
31	-11	-1	-1	0.4	-4
32	-18	-3	-2	-0.5	10
33	-6	-1	.	1.8	?
34	3	-1	0	-4.5	14
35	5	-6	-1	2.4	21
36	-2	2	1	6.3	-38
37	-3	-1	3	1.0	3
38	-2	-1	0	2.1	0
39	-11	2	.	-0.2	12

# Further compounds follow.
no.	Compound	PKA-R2B activ	PvdQ inh	SR-BI DiI inh	Arrestin-AP2 inh	Keap1 Nrf2 FP
46	O=C(CSc1ncn[nH]1)Nc1ccc(Br)cc1F	9	-40	.	-1	-1
47	O=C(CN1C(=O)COc2ccccc21)N1CCc2ccccc21	-3	-6	0	2	0
48	O=C1Nc2ccccc2N(O)N1c1cc(-c2cccc(Cl)c2)no1	4	-9	-34	11	1
49	CCS(=O)(=O)N1N=C(c2cccc(NS(C)(=O)=O)c2)CC1c1cccs1 (configuration not stated)	11	4	3	24	-3
50	CCC(=O)Nc1ccc(C(=O)COC(=O)c2sc(C)nc2C)cc1	8	1	19	-12	-6

no.	RTF Ca sens inh	DAGLB inh	NSD2 inh	LANA DNA inh	SR-BI uptake up
46	-1	0	50	-1.4	.
47	-1	0	-8	-1.1	0
48	-2	3	1	0.1	34
49	-2	0	-1	0.2	-3
50	-9	-3	6	0.6	-19
